HTR1E antagonist = blocks the human 5-HT1E serotonin receptor; inhibition, % at 6 µM; CHO 5-HT1E Ga15 NFAT-bla reporter, FRET, antagonist; P28566; hit rate 0.99% among 65,000;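 active = inhibition above a set limit, the mean inhibition across every tested compound plus 3 SD, cut at about 29% in these data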;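 note: signal is the 460 over 535 nm emission ratio of beta-lactamase substrate; 0% = agonist plus DMSO wells and 100% = wells without agonist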
Target sequence (P28566 whole entry, looked up): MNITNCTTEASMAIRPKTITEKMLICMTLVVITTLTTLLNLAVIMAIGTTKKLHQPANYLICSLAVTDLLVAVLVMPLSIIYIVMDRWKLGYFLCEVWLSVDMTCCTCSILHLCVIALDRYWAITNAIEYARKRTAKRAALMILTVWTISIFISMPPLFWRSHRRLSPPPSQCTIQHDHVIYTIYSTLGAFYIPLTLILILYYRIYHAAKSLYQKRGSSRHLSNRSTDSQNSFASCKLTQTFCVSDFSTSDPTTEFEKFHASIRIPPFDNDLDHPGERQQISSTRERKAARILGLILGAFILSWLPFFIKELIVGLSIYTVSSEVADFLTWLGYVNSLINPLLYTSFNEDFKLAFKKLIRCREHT
HTR1E agonist = 5-HT1E (human) receptor agonism; P28566; CHO 5-HT1E Ga15 NFAT-bla reporter, FRET; 0% DMSO wells, 100% control agonist wells; activation, % at 6 µM; hit rate 0.69% among 65,000; AID 574;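 active = activation above a set limit, the screen-wide mean activation plus 3 SD, cut at about 8.5% in these data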;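 note: 100% = positive control agonist at 1 µM giving full maximal response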
S1P3 ag = S1P3 (human) receptor agonism | Q99500 | S1P3 NFAT-BLA reporter cells, FRET ratio; relative to 1 µM S1P, basal subtracted | activation, % at 4.5 µM | hit rate 0.1% among 60,000;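 active = activation above the screen-wide mean plus 3 SD, cut at about 4.5% in these data, passing the limit was not always enough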; note: some compounds called inactive have numbers as strong as hits
Target sequence (Q99500 whole entry, looked up): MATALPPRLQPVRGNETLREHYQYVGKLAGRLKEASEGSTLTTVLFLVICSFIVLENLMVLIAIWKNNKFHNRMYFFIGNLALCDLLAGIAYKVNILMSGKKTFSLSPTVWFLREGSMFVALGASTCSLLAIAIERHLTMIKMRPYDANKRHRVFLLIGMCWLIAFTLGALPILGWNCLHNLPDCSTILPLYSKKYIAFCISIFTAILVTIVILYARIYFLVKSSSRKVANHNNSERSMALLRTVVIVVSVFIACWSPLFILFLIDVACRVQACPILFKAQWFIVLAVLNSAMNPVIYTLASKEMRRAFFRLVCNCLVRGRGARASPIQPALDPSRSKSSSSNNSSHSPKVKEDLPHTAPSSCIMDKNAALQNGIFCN
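material = human S1P3 NFAT-BLA reporter CHO cells | schedule = 4 h compound at 37 °C, 2 h substrate at RT | measured by = fluorescent BLA substrate, ex 405 nm, em 460/535 nm ratio | controls = 1 µM S1P reference | replication = primary once, confirmation triplicate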
S1P1 ag pot = agonists and agonism potentiators of human S1P1 receptor; P21453; S1P1 CRE-bla cells, forskolin, beta-lactamase FRET, potentiator mode; S1P1 agonist co-added at EC20, 2 nM; 100% = saturating reference agonist, 0% = basal; activation, % at 9.5 µM; hit rate 0.57% among 56,000;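 active = activation above a cutoff set at the mean activation of all tested compounds plus 3 SD, cut at about 54% in these data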;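 note: forskolin at 4 µM as EC80 and the EC20 agonist is SEW2871; 100% = SEW2871 at its EC100 plus forskolin at EC80; some compounds past the cut are filed as inactive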
M1 antag = blocks the rat M1 muscarinic receptor response to acetylcholine | P08482 | CHO-M1 cells, Fluo-4 calcium, ACh EC80 antagonist mode; active compounds read low | B-score at 10 µM | hit rate 3.4% among 64,000 | AID 628;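 active = calcium fluorescence response, raw or row-and-column corrected B-score, differing from the plate sample mean either way at a set confidence level, mostly lower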
Jurkat viability = reduces viability or proliferation of Jurkat cells | inhibition, % at 4 µM | Jurkat E6.1 viability, ATP luminescence, 48 h | hit rate 1.2% among 56,000;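 active = inhibition above the mean inhibition of all tested compounds plus 3 SD, cut at about 28% in these data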
M1 agonist = agonists of M1 muscarinic receptor; hit rate 3% among 64,000; B-score at 10 µM; CHO-M1 cells, Fluo-4 calcium fluorescence, agonist mode; active compounds read high; AID 626;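 active = fluorescence rise, raw or as B-score row- and column-corrected plate score, outside the 99.7% band of its plate's samples, either direction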
5-HT1A blocker = antagonists of human 5-HT1a serotonin receptor. P08908. CHO 5-HT1a Ga15 NFAT-bla reporter, antagonist mode. inhibition, % at 10 µM. hit rate 0.68% among 62,000. AID 612;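 active = inhibition above the mean of all tested compounds plus 3 SD, cut at about 43% in these data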;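 note: receptor stimulated by 5-CT agonist at 100 nM near EC80; beta-lactamase reporter measured by ratiometric fluorescence of a cleavable substrate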
HTR1A agonist = activates the human 5-HT1a serotonin receptor | P08908 | activation, % at 10 µM | CHO 5-HT1a Ga15 NFAT-bla reporter, FRET ratio; 0% basal, 100% maximal reference agonist | AID 567 | hit rate 0.56% among 65,000;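 active = activation above the screen-wide mean activation plus 3 SD, cut at about 19% in these data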;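 note: 0% = DMSO wells and 100% = 5-CT at EC100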
Active calls of the source: *; · = not tested or not shown.

| smiles | HTR1E antagonist | HTR1E agonist | S1P3 ag | S1P1 ag pot | M1 antag | Jurkat viability | M1 agonist | 5-HT1A blocker | HTR1A agonist |
| --- | --- | --- | --- | --- | --- | --- | --- | --- | --- |
| N#CCC(=O)Nc1sc2c(c1C(N)=O)CCCC2 | 2 | -0.9 | -0.4 | -6 | -0.51 | -6 | -0.1 | 5 | 0.2 |
| Cc1cc2cc(CCNS(C)(=O)=O)c(=O)[nH]c2cc1C | -3 | -0.5 | -0.9 | -16 | 0.19 | 5 | 0.054 | -2 | -0.9 |
| O=c1c2nnn(Cc3ccccc3)c2ncn1C/C=C/c1ccccc1 | 2 | 0.4 | -1.1 | -1 | -0.63 | -3 | -0.96 | 18 | -0.2 |
| Nc1nonc1C(=Nc1ccccc1)NO | -4 | -0.9 | -0.8 | -4 | 0.41 | -9 | 0.099 | 0 | -0.4 |
| Cc1c(C(=O)OC(C)C)[nH]c2c1C(=O)CCC2 | -5 | -0.8 | 0.2 | -3 | 0.62 | -2 | -2.1e-05 | -7 | 1.8 |
| Cc1ccc(S(=O)(=O)N2CCN(C(=O)C3Cc4ccccc4CN3C(=O)c3ccco3)CC2)cc1 (configuration not stated) | 1 | -0.1 | -1.2 | -7 | 0.0022 | 7 | 0.72 | -12 | -1.8 |
| c1nc(NCCN2CCOCC2)c2sc3nc(N4CCOCC4)c4c(c3c2n1)CCC4 | 23 | 0.6 | · | · | -1.5 | · | 1.7 | -11 | 1.7 |
| O=C(NC1CC2CCCC(C1)N2S(=O)(=O)c1ccccc1)c1ccccc1 (configuration not stated) | 4 | -1.5 | -0.8 | -6 | 1 | 2 | -0.36 | -5 | -2.6 |
| C=CCn1c(SCC(=O)Nc2ccc(C(=O)OCC)cc2)nnc1-c1sc(N)nc1C | 2 | 1.2 | -0.8 | -19 | -0.99 | 0 | 0 | -4 | -1.4 |
| CN(C)S(=O)(=O)c1cccc(COC(=O)C2=COCCO2)c1 | -1 | -0.2 | -0.7 | 2 | 0.79 | -7 | 0.049 | 0 | -1.7 |
| COC(=O)c1c(NC(=O)C2CC=CCC2C(=O)O)sc(C(N)=O)c1C (configuration not stated) | -13 | 1.0 | · | · | 1.3 | · | -0.006 | 4 | 0.1 |
| CCN(CC)C(=O)c1c[nH]c2ccc(S(=O)(=O)Nc3cc(C)cc(C)c3)cc2c1=O | -4 | 1.3 | -1.0 | -2 | 0.78 | -9 | -0.0059 | -13 | -2.1 |
| CCCCC(CC)C(=O)Nc1ccc(Cl)cn1 (configuration not stated) | -2 | 0.4 | -0.5 | -17 | 0.23 | -10 | 0.7 | -4 | -0.3 |
| Cc1ccc(C)c(N=C2NC(=O)CS2)c1 | 5 | 0.1 | 0.9 | 6 | -0.32 | -7 | -0.34 | 6 | -1.8 |
| N#Cc1c(-c2cccs2)cc(-c2ccccn2)nc1N | 43* | 2.1 | -0.3 | -52 | · | 2 | · | 5 | 5.7 |
| COc1ccc2c(c1OC)C(=O)N(c1ncn[nH]1)C2 | 0 | 0.6 | -0.8 | · | -0.17 | -7 | -0.22 | 2 | -1.1 |
| Cc1nc(SCC(=O)N2CCCc3ccccc32)c2oc3ccccc3c2n1 | 6 | 0.7 | -0.8 | 2 | -0.084 | -3 | 0.27 | 3 | -1.0 |
| CCC(C)Nc1nc(OCC(F)(F)F)nc(OCC(F)(F)F)n1 (configuration not stated) | 0 | 0.0 | 1.8 | -25 | 0.73 | 2 | 0.32 | 5 | -2.2 |
| CCc1ccc(OCC(=O)Nc2ncc3c(n2)CC(C)(C)CC3=O)cc1 | -4 | 0.6 | 0.5 | 0 | -0.91 | -12 | -0.3 | -5 | 0.3 |
| Cc1nc2sc(C(c3ccccc3)N3CCN(C)CC3)c(O)n2n1 (configuration not stated) | 0 | 1.0 | -1.0 | -14 | -0.46 | -1 | 0.0013 | 0 | -5.5 |
| CC(C)C(C(=O)Nc1ncn[nH]1)N1C(=O)c2ccccc2C1=O (configuration not stated) | -13 | -0.4 | -1.6 | 7 | 0.31 | · | -0.019 | · | -2.5 |
| CCn1cc(C(=O)NCc2ccco2)c(=O)c2cc(S(=O)(=O)N3CCCCCC3)ccc21 | 2 | 0.2 | -0.7 | 23 | 0.61 | 23 | 0.51 | -3 | 0.0 |
| Cc1nnc(SCCn2c(N3CCC(C)CC3)nc3c2c(=O)[nH]c(=O)n3C)s1 | -3 | -0.9 | -0.6 | -4 | 0.92 | 4 | 0.93 | 4 | -1.8 |
| c1ccc(Oc2cccc(NC3=NCCC3)c2)cc1 | -6 | -0.5 | 1.0 | -6 | -3.5* | -4 | -0.76 | -3 | 1.3 |
| COc1ccc(S(=O)(=O)N2CC(O)CC2C(=O)OCC(=O)Nc2ccc(Cl)cn2)cc1 (configuration not stated) | -3 | -0.4 | 0.1 | 6 | 1.4 | -5 | 0.41 | 0 | -1.8 |
| CCc1ccccc1N(CC(=O)N1CCN(c2ccccc2F)CC1)S(C)(=O)=O | -1 | -0.1 | -0.1 | · | 1.6 | 1 | 0.31 | 15 | -1.5 |
| CCOC(=O)C1=C(C)N(c2ccccc2)C(=O)C1CC(=O)O (configuration not stated) | -5 | -0.1 | -0.2 | 9 | 0.58 | -3 | 0.0098 | -3 | -2.0 |
| Cc1nc2sc(C(c3cccs3)N3CCOCC3)c(O)n2n1 (configuration not stated) | -13 | 0.5 | 0.3 | -34 | -1.2 | -2 | -0.38 | 6 | -0.6 |
| COc1ccccc1CNC(=O)c1cc2c(s1)CS(=O)(=O)C2 | -7 | -0.1 | 0.4 | -13 | 0.21 | -4 | -0.48 | 0 | 0.3 |
| CCS(=O)(=O)N1CCCC(C(=O)NC2CCC(C)CC2)C1 (configuration not stated) | -6 | -0.8 | 1.5 | 2 | -1.4 | -3 | 0.6 | -8 | -0.6 |
| CC(C)CC(OC(=O)c1ccco1)C(=O)NCC1CCCO1 (configuration not stated) | 0 | 0.1 | -0.3 | -15 | -0.58 | 2 | 0.4 | -13 | -2.1 |
| COc1ccc(CC(=O)Nc2cc(C)on2)cc1 | 2 | -1.5 | -0.1 | -15 | -0.6 | 4 | -0.89 | 2 | -2.2 |
| CCCc1cc(=O)oc2c(CN3CCCC3)c(O)c(Cl)cc12 | -3 | 2.0 | -1.3 | -16 | 0.55 | · | -0.29 | · | 12 |
| COc1ccc(N(C)C(=O)CCS(=O)(=O)c2cccc3nonc23)c(OC)c1 | -3 | 0.7 | · | · | -0.92 | · | -1.1 | -4 | -0.7 |
| Nc1nc(CSc2n[nH]c(-c3ccccc3)n2)nc(Nc2ccccc2)n1 | 30* | 0.5 | -1.7 | -12 | -0.019 | -2 | 2.2* | -11 | 1.5 |
| CCOC(=O)c1ccccc1NC(=O)Cn1cnc2c(nnn2-c2ccc(C)cc2)c1=O | -14 | 0.1 | -0.6 | -21 | -0.013 | -3 | -0.47 | -7 | 2.5 |
| Cc1cc(C)c2c3c(sc2n1)C(=O)N(C)CC(=O)N3 | 6 | 1.0 | -0.9 | 14 | -0.65 | -1 | -0.2 | 8 | 1.8 |
| O=C(CN1CCN(S(=O)(=O)c2ccc(F)cc2)CC1)Nc1cc(C(F)(F)F)ccc1Cl | 5 | -0.1 | -0.7 | -21 | 0.49 | -6 | 0.63 | -12 | 0.7 |
| FC(F)(F)c1cccc(N2CCN(Cc3ccoc3)CC2)c1 | 2 | 14* | 0.1 | · | -0.17 | -9 | -0.41 | -1 | 15 |
| CC1CCN(c2nc3c(c(=O)[nH]c(=O)n3C)n2CCCc2ccccc2)CC1 | -6 | 0.3 | -0.5 | -20 | 0.1 | 4 | 2.7 | -23 | -0.3 |
| O=C(CSc1nnc(NC2CCCCC2)s1)NC1CCS(=O)(=O)C1 (configuration not stated) | 9 | -0.7 | -0.1 | 8 | 0.79 | 4 | 0.038 | 2 | -2.1 |
| COc1cc2c(cc1OC)C(c1ccc3c(c1)OCO3)CC(=O)N2 (configuration not stated) | 19 | -0.7 | 0.2 | -1 | 0.08 | 13 | -0.053 | 5 | 0.8 |
| CN1CCN(c2nc3c(c(=O)[nH]c(=O)n3C)n2CC(N)=O)CC1 | -8 | 0.6 | 0.0 | -37 | 0.57 | -4 | -0.049 | -9 | 1.4 |
| O=C1CC(Cc2ccc(Cl)cc2)C(=O)N1c1ccccn1 (configuration not stated) | 18 | -0.5 | -1.4 | · | 0.15 | 7 | 0.16 | -4 | -1.4 |
| CCOC(=O)c1cccc(NC(=O)c2ccco2)c1 | -13 | 0.5 | -1.3 | -23 | 0.018 | 0 | -0.39 | 4 | -0.2 |
| Cc1nc(NCC2CCCO2)[nH]c(=O)c1CCC(C)C (configuration not stated) | 1 | -0.8 | 0.7 | -6 | 0.61 | -6 | -0.41 | 1 | -2.1 |
| Cc1c(Cl)cccc1NC(=O)CCN1CCCCCC1 | 2 | 0.2 | -0.9 | · | -1.4 | 6 | 0.62 | 3 | 0.6 |
| CCCN(Cc1cc2cc(OC)ccc2[nH]c1=O)C(=O)c1ccncc1 | -10 | 1.5 | 0.2 | -9 | -0.3 | 10 | 0.27 | -9 | -2.3 |
| CCOc1cc(NS(=O)(=O)CC)c(OCC)cc1NC(=O)c1ccco1 | 4 | 0.3 | 0.6 | -31 | -0.28 | -5 | -0.92 | 5 | 0.0 |
| CC(=O)N(c1ccc(C)cc1)C1C=CS(=O)(=O)C1 (configuration not stated) | -1 | 0.3 | -0.6 | 4 | -0.46 | -3 | -0.023 | -8 | -0.1 |
| COc1ccc(-c2cc(C(F)(F)F)nc(N3CCN(C)CC3)n2)cc1 | -2 | 18* | · | · | · | · | · | -1 | 4.6 |
| CCCC(=O)C1=C(O)C(C(=O)OC)C(C)(C)CC1=Nc1ccncc1 (configuration not stated) | 0 | -0.8 | -0.1 | -17 | -0.14 | 3 | 0.31 | 0 | -1.5 |

In the list so far, these have a furan ring, fused or not.
| smiles | HTR1E antagonist | HTR1E agonist | S1P3 ag | S1P1 ag pot | M1 antag | Jurkat viability | M1 agonist | 5-HT1A blocker | HTR1A agonist |
| --- | --- | --- | --- | --- | --- | --- | --- | --- | --- |
| Cc1ccc(S(=O)(=O)N2CCN(C(=O)C3Cc4ccccc4CN3C(=O)c3ccco3)CC2)cc1 (configuration not stated) | 1 | -0.1 | -1.2 | -7 | 0.0022 | 7 | 0.72 | -12 | -1.8 |
| Cc1nc(SCC(=O)N2CCCc3ccccc32)c2oc3ccccc3c2n1 | 6 | 0.7 | -0.8 | 2 | -0.084 | -3 | 0.27 | 3 | -1.0 |
| CCn1cc(C(=O)NCc2ccco2)c(=O)c2cc(S(=O)(=O)N3CCCCCC3)ccc21 | 2 | 0.2 | -0.7 | 23 | 0.61 | 23 | 0.51 | -3 | 0.0 |
| CC(C)CC(OC(=O)c1ccco1)C(=O)NCC1CCCO1 (configuration not stated) | 0 | 0.1 | -0.3 | -15 | -0.58 | 2 | 0.4 | -13 | -2.1 |
| FC(F)(F)c1cccc(N2CCN(Cc3ccoc3)CC2)c1 | 2 | 14* | 0.1 | · | -0.17 | -9 | -0.41 | -1 | 15 |
| CCOC(=O)c1cccc(NC(=O)c2ccco2)c1 | -13 | 0.5 | -1.3 | -23 | 0.018 | 0 | -0.39 | 4 | -0.2 |
| CCOc1cc(NS(=O)(=O)CC)c(OCC)cc1NC(=O)c1ccco1 | 4 | 0.3 | 0.6 | -31 | -0.28 | -5 | -0.92 | 5 | 0.0 |
